# All columns: NCI-60 one-dose screen, growth in % after 48 h at 10 µM unless noted; 100 = growth as untreated, 0 = no growth, -100 = all killed.
# HCT-116: HCT-116 colon cancer; hit rate 7.3% among 82,000
# HCC-2998: HCC-2998 colon cancer; hit rate 4.7% among 79,000; AID 1794799
# KM12: KM12 colon cancer cells | hit rate 5% among 82,000
# U251: U251 CNS tumor cells; hit rate 5.4% among 80,000; AID 1794753
# SF-295: SF-295 CNS cancer cells; hit rate 5.6% among 79,000
# SF-268: SF-268 CNS cancer cells | hit rate 3.1% among 82,000
# SNB-19: SNB-19 CNS cancer cells | hit rate 2.5% among 81,000 | AID 1794751
# SF-539: SF-539 CNS cancer | hit rate 6.8% among 81,000
# SNB-75: SNB-75 CNS cancer. hit rate 5% among 79,000
# * = called active by the depositor; . = no result given; & = joins results of further samples; [ ] = dose if it differs, or a comment. How the source made its calls: active means growth percent below 10; inactive means the rest. This is a random part of the collection; overall some 11% were active at least once.
SMILES,HCT-116,HCC-2998,KM12,U251,SF-295,SF-268,SNB-19,SF-539,SNB-75
O=C(CNSc1ccc([N+](=O)[O-])cc1[N+](=O)[O-])OCc1ccccc1,103,103,105,.,91,115,104,98,86
Cc1nn(-c2ccccc2)c2nc(Cl)c(/C=C/C(=O)c3ccc(Cl)cc3)c(-c3ccc(Cl)cc3)c12,94,117,116,101,102,117,98,.,112
CN1NC(=O)CC1c1ccccc1 (centres undefined),96,.,106,107,114,94,103,96,91
O=C1OC(C(Cl)(Cl)Cl)OC1C(Cl)(Cl)Cl (centres undefined),105,111,101,104,98,103,102,115,104
CCOC(=O)C(CC(Nc1ccc(Br)cc1)c1ccccc1)[N+](=O)[O-] (centres undefined),76,75,78,87,99,93,93,.,84
COc1cc(N=Nc2ccc(N)cc2)c(OC)cc1N=Nc1ccccc1.[Cl][Zn][Cl],101,99,105,104,116,96,105,88,81
Cc1cc(Cl)nc(N2CCN(CC(=O)Nc3ccc4c(ccn4Cc4ccccc4)c3)CC2)n1,75,119,89,88,92,92,87,104,78
O=C(CCN1C(=O)/C(=C/c2ccc(O)cc2)SC1=S)Nc1ccc(O)cc1,98,102,98,91,98,92,92,86,67
COCCCN1CCN(c2ncc([N+](=O)[O-])c(N3CCN(CCCOC)CC3)n2)CC1,103,102,104,100,98,99,100,100,98
COc1cccc2c1O/C(=C\c1ncc([N+](=O)[O-])n1C)C2=O,-53*,-55*,-51*,-12*,-10*,-31*,-2.3*,-53*,39
OB(Cc1ccccc1)c1ccccc1,96,113,106,95,114,100,98,101,68
COc1cc(C(=O)N2Cc3cc4ccccc4nc3C2C)cc(OC)c1OC (centres undefined),123,.,103,104,98,108,100,106,.
COc1ccc2oc3c(C)c4c(c(C)c3c2c1)C(=O)N(CCO)C4=O,92,94,94,103,95,94,83,101,103
CCCN(C(=O)Cc1c(F)cccc1Cl)c1c(N)n(Cc2ccccc2)c(=O)[nH]c1=O,99,113,104,99,118,103,105,98,89
COc1ccc(S(=O)(=O)N/N=C/C(=O)OCOC(=O)C(C)(C)C)cc1,112[100 µM],118[100 µM],103[100 µM],103[100 µM],110[100 µM],103[100 µM],103[100 µM],105[100 µM],79[100 µM]
Cc1nn(-c2nc3ccccc3s2)c(N)c1-c1ccc(Cl)cc1,88,108,95,96,97,110,91,102,112
O=c1oc2ccc(F)cc2c(=O)n1-c1ccc(F)cc1F,24,23,13,14,38,15,38,19,2.3*
CC(C)Cc1cccc(C(C)C)c1NC(=O)CCC(=O)N/N=C1\C(=N/NC(=O)CCC(=O)Nc2c(C(C)C)cccc2C(C)C)C(c2ccc3c(c2)OCO3)Oc2ccccc21 (centres undefined),78,106,95,.,107,82,85,98,86
COc1ccc(/C=C/c2cc(/C=C/c3ccc(OC)c(OC)c3OC)n(-c3ccc(OC(F)(F)F)cc3)n2)c(OC)c1OC,92,98,87,102,104,93,98,97,84
CC(=O)n1nc(C(=O)OC(C)(C)c2ccccc2)c2ccccc21,95,98,95,99,93,99,96,98,81
CC(=O)c1cc2c(cc1O)OC1=C(c3cc4cc(C(C)=O)c(O)cc4o3)CCC(c3cc4cc(C(C)=O)c(O)cc4o3)(c3cc4cc(C(C)=O)c(O)cc4o3)C12 (centres undefined),84,104,104,107,113,121,112,95,84
CC1=NN(c2nc3ccccc3nc2Cl)C(=O)C1,110,113,105,99,106,101,101,105,79
CCOC(=O)NCCc1ccccc1,108,90,108,108,98,114,103,111,79
COc1cc2nc(Nc3cccc(Cl)c3)nc(N)c2cc1OC,34,-59*,61,66,108,77,106,90,95
O=C(O)CC(C(=O)O)N1C(=O)/C(=C/c2cn(-c3ccccc3)nc2-c2ccccc2)SC1=S (centres undefined),107,100,102,89,100,89,101,100,90

# Going on with the list:
SMILES,HCT-116,HCC-2998,KM12,U251,SF-295,SF-268,SNB-19,SF-539,SNB-75
CC(C(N)=O)N1CCN(c2ccccc2)CC1 (centres undefined),95,99,105,109,99,103,110,100,102
CN(C)S(=O)(=O)c1cccc(C(=O)Nc2sc3c(c2C(N)=O)CCC3)c1,101,117,117,93,99,98,106,91,96
Cn1cc(-c2nnc(-c3cn(C)c4ncccc34)s2)c2ccccc21,77,83,25,75,48,72,77,46,49
O/N=C\c1cc(-c2ccc(Br)cc2)on1,96,107,94,105,103,98,93,104,95
CNC(=O)c1cc(Oc2ccc3nc(NC(=O)c4cc(C)cc(C)c4)sc3c2)ccn1,33,103,91,89,65,82,81,86,86
CCOC(=O)CC/C(C)=N\Nc1ccc([N+](=O)[O-])cc1,49,60,22,69,60,73,95,70,93
O=C(O)CC(CC(=O)c1ccccc1)c1ccccc1 (centres undefined),106,117,109,105,96,108,108,98,101
CC(=O)Nc1c(I)c(C(=O)NC2C(O)OC(CO)C(O)C2O)c(I)c(N(C)C(C)=O)c1I (centres undefined),120,106,111,.,104,108,86,92,110
O=C(CBr)c1cc(-c2ccc(Cl)cc2)nc2cc(Cl)ccc12,44,101,68,77,88,80,87,94,85
CC(=O)N1N=C(c2ccc(Nc3nc(Nc4ccc(F)cc4)nc(Nc4ccc(Cl)cc4)n3)cc2)CC1c1ccccc1 (centres undefined),73,94,103,75,99,102,89,114,90
COC(=O)c1sc(-c2ccccc2)c2sc(N)nc12,87,102,96,84,91,94,90,97,81
COc1cc(C2CC(c3cccs3)=NN2C(C)=O)cc(OC)c1OC (centres undefined),89,87,88,91,95,104,91,93,70
COC(=O)c1cc(C)n(-c2ccc(C)cc2)c1C,84,109,98,96,100,96,87,98,72
COc1ccc(S(=O)(=O)ON=C2C=C(C)C(=O)C(C)=C2)cc1,45,112,98,94,93,93,113,94,69
COc1cc(C2C(C(=O)Nc3ccccn3)=C(C)NC(C)=C2C(=O)Nc2ccccn2)cc(CN2CCOCC2)c1O,101,106,102,98,.,91,98,104,100
O=C(CNC(=O)c1cn(-c2ccccc2)nc1-c1ccccc1)c1ccccc1,100,104,110,.,72,106,108,107,94
COc1ccccc1-c1cnc2c(Oc3ccc4c(C)cc(=O)oc4c3)nc(Br)cn12,80,88,97,83,88,78,106,82,32
O=[N+]([O-])c1ccc(N=Nc2c(O)c(N=Nc3cc([N+](=O)[O-])cc([N+](=O)[O-])c3O)cc(N=Nc3cc(S(=O)(=O)O)cc4cc(S(=O)(=O)O)cc(O)c34)c2O)cc1,81,104,103,105,106,101,105,102,91
CC(C)=NOC(=O)Nc1ccc(F)cc1,96,99,97,96,94,92,95,91,60
O=C(CCCCCC1CCCCC1)OC1CCCC1,101,111,104,97,110,99,101,109,99
COC(=O)Nc1ccc(-c2nc(-c3cccc(O)c3)c(-c3ccnc(Br)c3)[nH]2)cc1,50,85,51,47,28,73,56,53,3.1*
COc1ccc(-c2cc(O)c(C(C)=O)s2)cc1,93,108,98,97,99,95,102,110,92
O=c1c2c3c(sc2nc(N/N=C/c2ccc([N+](=O)[O-])cc2)n1Cc1ccccc1)CCCC3,74,64,84,90,64,104,99,99,108
O=C(O)c1cccnc1,101&98&98,112&102,106&103&116,103&101&94,100&101&114,108&106&105,102&106,98&110&95,92&87&99
c1ccc(Cn2cc(COc3ncnc4sc5c(c34)CCCC5)nn2)cc1,100,110,92,98,102,94,94,96,84

# Taken from the listing (4 entries):
SMILES,HCT-116,HCC-2998,KM12,U251,SF-295,SF-268,SNB-19,SF-539,SNB-75
O=C(CNSc1ccc([N+](=O)[O-])cc1[N+](=O)[O-])OCc1ccccc1,103,103,105,.,91,115,104,98,86
Cc1nn(-c2ccccc2)c2nc(Cl)c(/C=C/C(=O)c3ccc(Cl)cc3)c(-c3ccc(Cl)cc3)c12,94,117,116,101,102,117,98,.,112
CN1NC(=O)CC1c1ccccc1 (centres undefined),96,.,106,107,114,94,103,96,91
O=C1OC(C(Cl)(Cl)Cl)OC1C(Cl)(Cl)Cl (centres undefined),105,111,101,104,98,103,102,115,104

# Continuation:
SMILES,HCT-116,HCC-2998,KM12,U251,SF-295,SF-268,SNB-19,SF-539,SNB-75
CC(C)(C)c1ccc(C2=NOS(=O)[C@@]23Cc2ccccc2C3=O)cc1 (some centres undefined),74,106,82,77,89,86,96,103,105
C=C1C(=O)O[C@H]2[C@H]1CC/C(COC(=O)NCc1[nH]nc3ccccc13)=C\CC[C@@]1(C)O[C@@H]21,-81*,88,56,27,73,55,68,4.7*,65
CCOC(=O)Cn1c(-c2ccccc2)cc(-c2ccccc2)c(C#N)c1=O,96,98,99,102,94,103,98,74,75
CCCCN=C(N)N=C(N)N,104&111,101&90,95&108,95&108,93&107,104&109,102&104,99&99,110&119
CCOC(=O)c1c(C)[nH]c(C=O)c1C,103,103,102,99,94,93,110,100,95
CC(=O)OC1CCC2(C)C(=CCC3C2CCC2(C)C3CC3ON=C(C)C32)C1 (centres undefined),101,117,117,97,110,120,102,105,97
CC1=C(C)C(=O)C(Nc2cccc(C(=O)OC(C)(C)C)c2)=CC1=O,75,103,89,64,94,80,78,90,71
COc1cc(C(=O)NN=C(C)C)cc(OC)c1OC,113,102,105,102,94,103,114,101,124
Cc1c(Cl)cccc1C(=O)Nc1nc2c(s1)CN(C(=O)Nc1ccccc1C(F)(F)F)CC2,93,99,102,101,98,99,100,96,92
COc1nc2c(c(=O)n1C)C(c1ccc(F)cc1)C=C(C(=O)O)N2 (centres undefined),103,109,108,105,97,103,116,98,.
CCCCSc1nnc(-c2ccc(-n3nc(-c4ccc(OC)cc4)cc3-c3ccc(OC)cc3)cc2)o1,90,107,102,91,101,100,86,92,85
Cc1nn(-c2ccccc2)c(-n2ccnc2)c1/C=N/Nc1nc(-c2ccccc2)cs1,87,103,96,88,93,88,95,91,67
Fc1ccc(Cn2cc(CSc3nc4ccccc4o3)nn2)cc1,92,109,98,105,97,95,93,100,92
COc1cccc(C(=O)C(=O)c2cccc(OC)c2OC)c1OC,94,108,101,100,97,107,95,98,88
Oc1cccc2oc(=S)[nH]c12,107,100,115,109,118,111,106,89,86
COc1cc(CNC2=NCCC2)cc(OC)c1OC,100,108,93,102,99,101,109,105,75
CC(=O)N1N=C(c2ccc(OCC(=O)c3ccc(C)cc3)cc2)CC1c1ccc(Cl)cc1 (centres undefined),47,77,53,55,57,65,80,87,79
O=C1NN=CN2c3ccc(Cl)cc3CC(O)CC12 (centres undefined),108,109,103,96,108,106,98,103,99
COc1ccc(/C(C)=C(\c2ccc(OCCCN(C)C)cc2)c2ccc(OC(=O)C3CCCCC3)cc2)cc1,75,102,95,78,91,90,94,95,90
CCN(CC)CCCOc1ccc2ncnc(Nc3ccc(Oc4cccc(C(F)(F)F)c4)c(Cl)c3)c2c1,-10*,-85*,-24*,-29*,-62*,35,31,-88*,34
Cn1c(=O)c2c(c3ccccc31)Oc1ncn3nc(-c4ccco4)nc3c1C2c1ccc(Cl)cc1 (centres undefined),96,93,100,98,99,100,96,99,.
N/C(=N\c1nc2ccccc2s1)NC(=O)Nc1ccccc1F,10,46,23,11,2.3*,47,29,-40*,-0.7*
Oc1ccc2ccccc2c1Sc1c(O)ccc2ccccc12,94,114,95,79,107,80,96,96,88
CC(C(=O)O)N1C2=NC(=O)C(C#N)C(c3ccc(Cl)cc3)N2NC1(C)c1ccccc1O (centres undefined),39,67,47,46,40,46,64,57,58
N#CCCCCCCBr,103,108,103,99,.,103,102,107,82

# (more compounds)
SMILES,HCT-116,HCC-2998,KM12,U251,SF-295,SF-268,SNB-19,SF-539,SNB-75
O=C(Nc1ccc(Cl)cc1C1=NCC(CO)O1)c1ccccc1 (centres undefined),92,98,94,102,96,103,100,96,98
O=C(CO)NCCO,97,105,95,105,110,97,104,98,108
CCN(CC)c1ccc(C(NCC2CCCCO2)C(Cl)(Cl)Cl)cc1 (centres undefined),100,109,113,92,95,114,.,110,80
O=C(CC1(O)C(=O)Nc2c(Cl)ccc(Cl)c21)c1ccco1 (centres undefined),93,113,106,91,104,98,114,95,70
O=[N+]([O-])c1ccc(-c2cc3c(Nc4ccc5c(cnn5Cc5ccccc5)c4)ncnc3s2)cc1,79,106,92,83,89,95,100,95,108
C=CCSc1nnc(/N=C2\NC(=O)/C(=C/c3ccc(O)cc3)S2)s1,91,108,90,100,98,90,98,98,104
COc1ccc(C2(O)OCC(COc3cc(C)c(Cl)c(C)c3)O2)cc1OC (centres undefined),97,109,108,93,94,94,.,90,84
COC1c2cc(C)cc(O)c2C2=C(C(=O)c3c(O[C@H]4C[C@H](O)[C@@H](O)C(C)O4)cccc3C2=O)N1Cc1ccc(C(=O)O)cc1 (some centres undefined),64,108,79,86,100,87,112,89,102
CCC(C)N(CCNc1cc(OC)cc2cccnc12)CCC(C)C (centres undefined),65,79,78,84,97,79,96,101,100
CCN1C(=O)N(CC)C2C1NN=C1SCC(=O)N12 (centres undefined),9.4*,105,105,107,100,99,97,93,86
CC(C)=C1N=C(c2ccccc2)OC1=O,100,104,105,103,113,97,107,93,100

# Given bar-delimited: entries from further up.
SMILES | HCT-116 | HCC-2998 | KM12 | U251 | SF-295 | SF-268 | SNB-19 | SF-539 | SNB-75
COC1c2cc(C)cc(O)c2C2=C(C(=O)c3c(O[C@H]4C[C@H](O)[C@@H](O)C(C)O4)cccc3C2=O)N1Cc1ccc(C(=O)O)cc1 (some centres undefined) | 64 | 108 | 79 | 86 | 100 | 87 | 112 | 89 | 102
COc1ccc(C2(O)OCC(COc3cc(C)c(Cl)c(C)c3)O2)cc1OC (centres undefined) | 97 | 109 | 108 | 93 | 94 | 94 | . | 90 | 84
CCN(CC)c1ccc(C(NCC2CCCCO2)C(Cl)(Cl)Cl)cc1 (centres undefined) | 100 | 109 | 113 | 92 | 95 | 114 | . | 110 | 80
O=C(CC1(O)C(=O)Nc2c(Cl)ccc(Cl)c21)c1ccco1 (centres undefined) | 93 | 113 | 106 | 91 | 104 | 98 | 114 | 95 | 70
O=C(CO)NCCO | 97 | 105 | 95 | 105 | 110 | 97 | 104 | 98 | 108

# Screening data deposited in PubChem BioAssay by NCI.
